Screens (PubChem)
RGS7-Gao – regulators of human RGS7-Galphao interaction; P09471; Multiplexed bead flow cytometry, RGS7-Galphao binding; actives lie on both sides; binding response (% of control), % at 10 µM; 0.35% of 220,000 active; AID 1439; in the data active = binding response below about 49% or above about 150%; inconclusive = no clear call, values can overlap the other calls; inactive = in between;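 also: fluorescent Galphao held in activated GDP-AlF4 state binding bead-coupled RGS7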
Target sequence (P09471 whole entry, looked up): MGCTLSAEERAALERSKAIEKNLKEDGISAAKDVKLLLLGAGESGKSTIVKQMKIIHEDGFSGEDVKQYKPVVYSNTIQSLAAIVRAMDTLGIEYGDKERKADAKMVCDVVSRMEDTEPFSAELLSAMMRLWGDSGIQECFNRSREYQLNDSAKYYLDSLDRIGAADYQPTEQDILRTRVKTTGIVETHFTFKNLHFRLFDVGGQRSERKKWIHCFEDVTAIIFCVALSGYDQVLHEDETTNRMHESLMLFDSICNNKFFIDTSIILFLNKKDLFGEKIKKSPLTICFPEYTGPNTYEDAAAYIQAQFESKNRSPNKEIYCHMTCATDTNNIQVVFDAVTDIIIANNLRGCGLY
Bcl-W Bim block – disrupts Bim peptide binding to human Bcl-W; bead-based flow cytometry; inhibition, % at 10 µM; 0.02% of 190,000 active; AID 952;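 also: 0% = bound tracer without compound and 100% = peptide blocker; higher means less fluorescent Bim peptide bound to Bcl-W beads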
Target sequence (Q92843 whole entry, looked up): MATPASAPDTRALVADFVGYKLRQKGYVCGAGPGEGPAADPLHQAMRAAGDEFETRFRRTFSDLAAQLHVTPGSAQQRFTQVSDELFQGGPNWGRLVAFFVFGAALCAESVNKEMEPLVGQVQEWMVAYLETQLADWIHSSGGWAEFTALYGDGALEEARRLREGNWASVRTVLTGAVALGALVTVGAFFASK
RGS4-Gao reg – human RGS4-Galphao interaction regulation. AID 1415. 0.33% of 220,000 active. P09471. Multiplexed bead flow cytometry, RGS4-Galphao binding; actives lie on both sides. binding response (% of control), % at 10 µM; in the data active = binding response below about 49% or above about 150%; inactive = in between;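 also: fluorescent Galphao activated with aluminum fluoride binding bead-coupled RGS4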
ABCG2 block – inhibitors of human ABCG2 transporter, ABCB1 counter-screen; Q9UNQ0; IgMXP3 cells, JC-1 efflux, flow cytometry; inhibition, % at 6.6 µM; 0.1% of 190,000 active; AID 1325;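 active = inhibition above 80%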;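 also: 0% = DMSO and 100% = nicardipine control wells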
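Test system: IgMXP3 (ABCG2) plus far-red-tagged CCRF-Adr (ABCB1) cells. Reagent: JC-1 dye as substrate. Timing: 10 min exposure at 25 °C with rotation, no wash. Measured by: flow cytometric JC-1 green MFI at 530 nm. Read-out: percent efflux inhibition, scaled nicardipine 100% to DMSO 0%. Control set: nicardipine and DMSO wells.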
Bim-Bcl-XL – human Bim-Bcl-XL interaction inhibition; Bim peptide-Bcl-XL binding, bead flow cytometry, fluorescence; AID 1007; inhibition, % at 10 µM; 0.04% of 190,000 active
Bim-Bcl-B – human Bim-Bcl-B interaction inhibition; bead-based flow cytometry, Bim peptide-Bcl-B binding; inhibition, % at 10 µM; 0.073% of 190,000 active; AID 951;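 also: 0% = tracer peptide without compound and 100% = reference inhibitor peptide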
Target sequence (Q9HD36 whole entry, looked up): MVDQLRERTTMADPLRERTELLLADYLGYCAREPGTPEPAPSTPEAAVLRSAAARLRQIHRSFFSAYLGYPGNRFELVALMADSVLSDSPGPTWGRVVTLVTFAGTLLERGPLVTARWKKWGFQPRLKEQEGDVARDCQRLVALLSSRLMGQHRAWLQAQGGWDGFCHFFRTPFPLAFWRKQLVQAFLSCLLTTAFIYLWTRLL
Avidin bead fluor – avidin bead compound fluorescence profile. 0.38% of 220,000 active. Avidin beads, compound fluorescence 488/530 nm, flow cytometry; stronger effect = higher value. fluorescence (KMESF) at 10 µM; in the data active = fluorescence above about 47; also: inactives centre near 10
Bim-Bfl-1 – inhibitors of Bim-Bfl-1 interaction, human; Bead-based flow cytometry, Bim-Bfl-1 binding inhibition; AID 1008; inhibition, % at 10 µM; Q16548; 0.12% of 190,000 active;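 also: 0% = wells without compound plus tracer and 100% = blocker peptide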
Bim-Bcl-2 – inhibitors of Bim-Bcl-2 interaction, human. P10415. Bead-based flow cytometry, Bim peptide-Bcl-2 binding. inhibition, % at 10 µM. 0.06% of 190,000 active; in the data active = inhibition above about 40%; inconclusive = no clear call, values can overlap the other calls;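 also: 0% = no compound wells with probe peptide and 100% = reference peptide inhibitor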
Target sequence (P10415 whole entry, looked up): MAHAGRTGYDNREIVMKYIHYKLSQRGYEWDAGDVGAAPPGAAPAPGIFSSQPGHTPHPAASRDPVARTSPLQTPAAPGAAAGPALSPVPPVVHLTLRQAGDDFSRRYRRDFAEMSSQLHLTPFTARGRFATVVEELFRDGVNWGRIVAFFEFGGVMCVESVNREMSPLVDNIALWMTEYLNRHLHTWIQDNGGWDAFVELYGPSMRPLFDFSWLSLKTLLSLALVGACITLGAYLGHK
GSH fluor – GSH bead compound fluorescence profile; GSH beads flow cytometry, compound fluorescence 488/530 nm; stronger effect = higher value; fluorescence (KMESF) at 10 µM; 0.25% of 190,000 active; AID 1776; in the data active = fluorescence above about 89;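 also: glutathione beads carrying GST-tagged Bcl family fusion proteins plus one bare bead set; values are compound well signal with DMSO vehicle wells as background; inactives centre near 16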
ABCB1 inh – blocks JC-1 efflux by human ABCB1 transporter | P08183 | CCRF-Adr cells, flow cytometry | inhibition, % at 6.6 µM | 0.067% of 190,000 active; in the data active = inhibition above about 40%;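 also: 0% = vehicle and 100% = reference inhibitor; higher value means more JC-1 retained so stronger ABCB1 efflux block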
Starred values were filed as active, the others as inactive; u = inconclusive. Rule as the data show it, unless noted: active = inhibition above about 40%.

SMILES | RGS7-Gao | Bcl-W Bim block | RGS4-Gao reg | ABCG2 block | Bim-Bcl-XL | Bim-Bcl-B | Avidin bead fluor | Bim-Bfl-1 | Bim-Bcl-2 | GSH fluor | ABCB1 inh
CC1=CC(C)(C)N(C(=O)C(C)N2C(=O)c3ccccc3C2=O)c2ccc(C)cc21 (stereo unspecified) | 99 | -1 | 102 | 1 | -2 | -3 | 7 | -3 | -3 | 20 | 1.8
Cc1cc([N+](=O)[O-])nn1CC(=O)N1CCc2ccccc2C1 | 101 | -5 | 100 | 0 | -5 | -1 | 10 | 2 | 2 | 20 | 0.4
Cc1cc(C)n(C(=O)CNC(=O)C(c2ccccc2)c2ccccc2)n1 | 100 | -6 | 100 | 4 | -6 | -4 | 22 | -1 | -2 | 12 | 1.0
N#CC1=C(N)Oc2[nH]c(=S)[nH]c(=O)c2C12C(=O)Nc1ccccc12 (stereo unspecified) | u | -3 | 104 | -1 | -1 | -19 | 10 | 6 | -2 | 10 | 0.1
COC(=O)CSC(C)C(=O)Nc1nnc(C(C)C)s1 (stereo unspecified) | 100 | -3 | 101 | -1 | -1 | -5 | 10 | -5 | -5 | 13 | -0.1
O=C1CC(N2CCN(c3cccc(C(F)(F)F)c3)CC2)C(=O)N1c1ccccc1F (stereo unspecified) | 104 | 1 | 103 | -6 | -22 | -2 | 2 | 0 | 0 | 24 | -4.3
O=C(COC(=O)CNC(=O)C12CC3CC(CC(C3)C1)C2)Nc1ccccc1 | 101 | -2 | 102 | 11 | -11 | -10 | 18 | -25 | -11 | 26 | 0.1
NCC(O)(c1ccc(Cl)cc1)c1ccc(Cl)cc1 | 105 | -5 | 109 | 1 | -2 | -3 | 10 | -4 | -1 | 26 | -0.1
CC(=O)c1cc(F)c(N2CCN(C(=O)COc3ccc(F)cc3)CC2)cc1C | 104 | -4 | 103 | 28 | -1 | -7 | 5 | -7 | -4 | 93* | 2.3
CS(=O)(=O)N(CC(=O)N1CCC(C(N)=O)CC1)c1cc(C(F)(F)F)ccc1Cl | 107 | 2 | 102 | 0 | 0 | 0 | 14 | -4 | 0 | 11 | 0.2
CN(c1ccccc1)S(=O)(=O)c1ccc(C(=O)Nc2nnc(C3CC3)o2)cc1 | 96 | -4 | 104 | -1 | -1 | -3 | 12 | -1 | 0 | 78 | -0.5
CCOC(=O)CSc1nc2ccc(C)cc2[nH]1 | 94 | -8 | 97 | -2 | -6 | -9 | 22 | -3 | -3 | 13 | 0.3
COc1ccc(/C=C/C(=O)c2ccccn2)cc1 | 100 | -2 | 102 | 9 | -4 | -3 | 7 | 1 | 0 | 65 | -0.5
CCCCCOC(=O)c1[nH]c2c(c1C)C(=O)CC(c1ccco1)C2 (stereo unspecified) | 94 | -1 | 98 | 31 | -2 | -4 | 4 | 3 | 4 | 16 | 2.3
COCc1cc(C)nc2sc3c(=O)n(-c4cccc5ccccc45)nnc3c12 | 97 | 0 | 95 | 2 | 0 | 1 | 8 | 0 | -2 | 20 | 1.2
CCOc1ccc(NS(=O)(=O)c2ccc(N)cc2)cc1 | 95 | 2 | 91 | -1 | -4 | -5 | 28 | -8 | 0 | 24 | -0.2
COc1cc2[nH]c3c(N4CCN(c5ccc(Cl)cc5)CC4)ncnc3c2cc1OC | 105 | 0 | 104 | 3 | -2 | 0 | 17 | 0 | 0 | 22 | 1.2
CCOC(=O)c1nn(-c2ccc(C)cc2)cc1C(=O)c1ccccc1 | 96 | 1 | 99 | 3 | -1 | 2 | 14 | 2 | 0 | 22 | 0.7
CCn1c(CSc2n[nH]c(N)n2)nc2cc(C(=O)O)ccc21 | u | 1 | 99 | -3 | 0 | -7 | 10 | -4 | -4 | 13 | -0.3
CC(C)C(OC(=O)C1=Cc2ccccc2OC1)C(=O)NC1CCCC1 (stereo unspecified) | 97 | -2 | 103 | 4 | -3 | -5 | 6 | -10 | -6 | 11 | 1.2
COC(=O)c1[nH]c(C)c(/C(O)=C2\C(=O)C(=O)N(CCN(C)C)C2c2cc(OC)ccc2OC)c1C (stereo unspecified) | 96 | -4 | 98 | 1 | -2 | -3 | 12 | -1 | -3 | 10 | 0.3
CCCCOCCCNC(=O)COc1ccccc1 | 94 | -1 | 95 | 0 | -6 | -5 | 8 | -7 | -11 | 8 | -0.1
C=CCSC1=C(C#N)C(c2ccc(C(C)C)cc2)CC(=O)N1 (stereo unspecified) | 98 | -4 | 99 | 3 | -2 | -5 | 7 | -9 | -12 | 13 | 0.7
O=C(O)C1Cc2ccccc2CN1S(=O)(=O)c1ccc(Cl)cc1 (stereo unspecified) | 101 | 0 | 103 | 0 | -1 | 2 | 10 | -2 | 0 | 18 | -0.1
CCOc1cc2[nH]c(=O)n(CCCCC(=O)NC3CCCCCC3)c(=O)c2cc1OCC | 102 | -2 | 99 | 3 | -2 | -2 | 34 | -3 | -5 | 22 | 0.5

Some of these compounds in order of the Bim-Bfl-1 value, ascending:
SMILES | RGS7-Gao | Bcl-W Bim block | RGS4-Gao reg | Bim-Bcl-XL | Bim-Bcl-B | Avidin bead fluor | Bim-Bfl-1 | Bim-Bcl-2 | GSH fluor | ABCB1 inh
CC(=O)c1cc(F)c(N2CCN(C(=O)COc3ccc(F)cc3)CC2)cc1C | 104 | -4 | 103 | -1 | -7 | 5 | -7 | -4 | 93* | 2.3
NCC(O)(c1ccc(Cl)cc1)c1ccc(Cl)cc1 | 105 | -5 | 109 | -2 | -3 | 10 | -4 | -1 | 26 | -0.1
CC1=CC(C)(C)N(C(=O)C(C)N2C(=O)c3ccccc3C2=O)c2ccc(C)cc21 (stereo unspecified) | 99 | -1 | 102 | -2 | -3 | 7 | -3 | -3 | 20 | 1.8

Reformatted: entries from further up
COC(=O)CSC(C)C(=O)Nc1nnc(C(C)C)s1 (stereo unspecified)
  RGS7-Gao: 100; Bcl-W Bim block: -3; RGS4-Gao reg: 101; ABCG2 block: -1; Bim-Bcl-XL: -1; Bim-Bcl-B: -5; Avidin bead fluor: 10; Bim-Bfl-1: -5; Bim-Bcl-2: -5; GSH fluor: 13; ABCB1 inh: -0.1

O=C1CC(N2CCN(c3cccc(C(F)(F)F)c3)CC2)C(=O)N1c1ccccc1F (stereo unspecified)
  RGS7-Gao: 104; Bcl-W Bim block: 1; RGS4-Gao reg: 103; ABCG2 block: -6; Bim-Bcl-XL: -22; Bim-Bcl-B: -2; Avidin bead fluor: 2; Bim-Bfl-1: 0; Bim-Bcl-2: 0; GSH fluor: 24; ABCB1 inh: -4.3

O=C(COC(=O)CNC(=O)C12CC3CC(CC(C3)C1)C2)Nc1ccccc1
  RGS7-Gao: 101; Bcl-W Bim block: -2; RGS4-Gao reg: 102; ABCG2 block: 11; Bim-Bcl-XL: -11; Bim-Bcl-B: -10; Avidin bead fluor: 18; Bim-Bfl-1: -25; Bim-Bcl-2: -11; GSH fluor: 26; ABCB1 inh: 0.1

NCC(O)(c1ccc(Cl)cc1)c1ccc(Cl)cc1
  RGS7-Gao: 105; Bcl-W Bim block: -5; RGS4-Gao reg: 109; ABCG2 block: 1; Bim-Bcl-XL: -2; Bim-Bcl-B: -3; Avidin bead fluor: 10; Bim-Bfl-1: -4; Bim-Bcl-2: -1; GSH fluor: 26; ABCB1 inh: -0.1

Remaining list, next part.
SMILES | RGS7-Gao | Bcl-W Bim block | RGS4-Gao reg | ABCG2 block | Bim-Bcl-XL | Bim-Bcl-B | Avidin bead fluor | Bim-Bfl-1 | Bim-Bcl-2 | GSH fluor | ABCB1 inh
CCOc1c2ccc(C(=O)NCc3ccc(OC(F)(F)F)cc3)cc2nn1C | 100 | 0 | 96 | 5 | 1 | -2 | 14 | -1 | -1 | 12 | 0.4
Cc1cc(Cl)ccc1OCC(=O)Nc1ccccc1CO | 96 | -3 | 98 | 8 | -6 | -8 | 18 | -10 | -10 | 28 | 0.2
O=C(c1ccc(S(=O)(=O)N2CCCCC2)cc1)N1CCc2ccccc2C1 | 105 | -4 | 108 | 0 | -8 | -6 | 9 | -16 | -6 | 55 | -0.1
COc1ccc(NC(=O)Nc2ccccc2C(N)=O)cc1OC | 105 | 5 | 108 | 5 | -5 | -8 | 6 | -9 | -4 | 43 | 0.2
O=C(O)c1cccnc1-c1ncccc1C(=O)O | 100 | -2 | 99 | 4 | -7 | -8 | 35 | -19 | -11 | 20 | 3.1
Cc1cc(C)nc(Sc2c(F)c(F)c(C(F)(F)F)c(F)c2F)n1 | 102 | -4 | 98 | 1 | -3 | 0 | 28 | -1 | -1 | 15 | 0.2
COC(=O)C1C2C=CC3(CN(CC4CCCO4)C(=O)C13)O2 (stereo unspecified) | 100 | -1 | 103 | 1 | -2 | -3 | 11 | -3 | -3 | 23 | 0.1
S=C(NCCN1CCOCC1)Nc1ccc(Cl)cc1 | 101 | -1 | 99 | 2 | -3 | -3 | 10 | -7 | -7 | 15 | 0.3
Cc1ccccc1N1CCN(Cc2c[nH]c3ccccc23)CC1 | 94 | 1 | 94 | 1 | -7 | -34 | 6 | -13 | -23 | 44 | -0.1
CSc1nc2ccccc2n1CC(=O)Nc1c(C)cccc1C | 93 | -9 | 92 | 0 | -13 | -10 | 4 | -8 | 2 | 17 | 0.0
CCOC(=O)N1CCC(NC(=O)c2ccc3c(c2)N(Cc2ccccc2)CCS3)CC1 | 111 | 3 | 107 | 5 | -4 | -4 | 10 | -6 | -9 | 21 | 1.5
O=C(Nc1ccc(-c2csc(-c3ccccc3)n2)cc1)c1ccccc1 | 95 | 0 | 98 | 34 | -9 | -7 | 8 | -13 | -15 | 14 | 1.5
O=C(Nc1ccccc1N1CCOCC1)c1cc(F)cc(F)c1 | 100 | -6 | 99 | 0 | -5 | -6 | 9 | -7 | -3 | 14 | -0.1
COc1ccc(CNC(=O)C2CC=CCC2C(=O)O)cc1OC (stereo unspecified) | 101 | -4 | 99 | 4 | 0 | -1 | 4 | -3 | -4 | 20 | 0.9
Cc1ccc(CNCc2cc3c(C(C)(C)C)nn(-c4ccccc4)c3[nH]c2=O)cc1 | 90 | -2 | 91 | 3 | -7 | 0 | 29 | -3 | -1 | 20 | 4.4
CCCC(=O)Nc1cccc(NC(=S)NC(=O)C(C)Oc2ccc(Cl)cc2Cl)c1 (stereo unspecified) | 101 | -7 | 102 | 5 | -10 | -9 | 12 | -13 | -14 | 11 | 0.2
Cc1ccc(-c2[nH]ncc2/C=N/n2c(COc3ccccc3)nc3ccccc3c2=O)cc1 | 103 | -6 | 104 | 15 | -5 | -6 | 10 | -1 | -1 | 13 | 4.2
Cc1ccc(CCNC(=O)C2CCCN2S(=O)(=O)c2ccc3c(c2)CCC(=O)N3)cc1 (stereo unspecified) | 94 | 0 | 101 | 2 | -4 | -4 | 8 | -9 | -5 | 19 | 0.4
COc1ccc(C)cc1S(=O)(=O)N(C)CC(=O)Nc1ccc2c(c1)OCCO2 | 100 | 0 | 103 | 13 | -10 | -9 | 9 | -11 | -8 | 53 | 1.2
O=C(CCCNC(=O)/C(=C/c1ccc(Br)cc1)NC(=O)c1ccccc1)OCc1ccccc1 | 99 | -2 | 98 | 4 | -6 | 0 | 9 | -5 | -7 | 20 | 1.1
CCOc1ccc(C2OC34CCCCC3C(C#N)(C#N)C2(C#N)C(=N)O4)cc1OC (stereo unspecified) | 95 | 0 | 96 | -1 | 0 | -9 | 8 | -8 | -11 | 11 | -0.1
